S100A4 MyoIIA: inhibitors of human S100A4 binding to myosin IIA peptide | S100A4/TAMRA-MyoIIA peptide fluorescence polarization | inhibition, % at 10.7 µM | 360,000 tested, 0.14% active | P26447;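 active means mean inhibition of at least 70% across replicates, with every replicate also reaching that level; inconclusive means mean inhibition reaches 70% but some replicates fall short; inactive means mean inhibition below 70%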
Target sequence (P26447 whole entry, looked up): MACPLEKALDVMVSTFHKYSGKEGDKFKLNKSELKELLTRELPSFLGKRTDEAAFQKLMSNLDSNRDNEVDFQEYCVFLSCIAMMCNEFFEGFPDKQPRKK
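Assay system: human S100A4 monomer with TAMRA-labelled myosin IIA peptide / Buffer or medium: Calcium-containing HEPES buffer, pH 7.2 / Reagent: TAMRA-labelled myosin IIA heavy-chain peptide probe, 5 nM / Compound: one dose per compound / Timing: polarization read 5 min after assay mix addition, stable 5–60 min / Benchmarks: neutral control DMSO, positive control TFP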
ERAP1 inh: blocks human ERAP1 aminopeptidase activity; 340,000 tested, 0.15% active; Q9NZ08; AID 652197; inhibition, % at 10.7 µM; recombinant ERAP1, Leu-AMC fluorescence, 60 min;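 active means mean replicate inhibition of at least 30%, or all replicates individually reaching that 30% level; inactive means mean below 30% and not every replicate reaching it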;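 further: 0% = neutral control wells and 100% = L-leucinethiol positive control wells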
SIRT5 inh: blocks human SIRT5 desuccinylation of peptide. Purified SirT5, succinyl-peptide AMC, trypsin-coupled fluorescence. inhibition, % at 15 µM. 330,000 tested, 1.1% active. AID 652115; in the data active means inhibition above about 15%; inconclusive means no clear call, values can overlap the other calls
Target sequence (Q9NXA8 whole entry, looked up): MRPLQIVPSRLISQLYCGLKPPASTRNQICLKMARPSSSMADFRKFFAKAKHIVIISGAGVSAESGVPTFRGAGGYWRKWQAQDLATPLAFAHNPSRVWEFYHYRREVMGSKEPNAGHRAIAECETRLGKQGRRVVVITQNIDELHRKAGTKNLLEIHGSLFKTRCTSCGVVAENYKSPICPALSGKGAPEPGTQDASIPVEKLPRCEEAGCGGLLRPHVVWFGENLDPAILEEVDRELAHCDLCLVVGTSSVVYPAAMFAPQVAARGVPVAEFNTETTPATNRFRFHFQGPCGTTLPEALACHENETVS
PGC1a acetyl inh: modulators of PGC1a acetylation; U2OS PGC1a acetylation, AlphaScreen anti-acetyl-lysine; with virally co-expressed GCN5 acetyltransferase; inhibition, % at 15.6 µM; 350,000 tested, 0.17% active;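 active means every replicate shows inhibition of at least 40%; inconclusive means mean inhibition at least 40% but some replicate below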;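 further: 0% = neutral control wells and 100% = positive control wells; some results beyond the cut were filed as inactive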
XiGFP reactiv: activators of X-chromosome reactivation in mouse fibroblasts; XiGFP mouse fibroblasts, % GFP-positive cells imaging, 3 d; cells co-treated with 5-aza-dC sensitizer; scaled so ellipticine positive control = 100%; 360,000 tested, 0.055% active; activation, % at 7.58 µM;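 active means mean normalized replicate activation at least 10% and every replicate at or above 10%; inconclusive means only one of the two criteria met; inactive means mean below 10% and not all replicates reach 10%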;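 further: 0% = median of on-plate neutral control wells and 100% = ellipticine 6 µM median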
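Material: SV40-immortalized XiGFP fibroblast cells, line 68-5-11 | Buffer or medium: DMEM containing 5-aza-dC | Dosing: One concentration, pinned | Times: 3 d treatment, 15 min room-temperature fixation | Controls: Ellipticine 6 µM positive control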
Cneo AK release: Cryptococcus neoformans lysis via adenylate kinase release; C. neoformans lysis, adenylate kinase release luminescence, 4 h; normalised: neutral wells 0, clomiphene wells 100; lysis activity, % at 15 µM; 360,000 tested, 0.2% active;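 active means mean lysis activity across replicates of at least 80%, whatever share of replicates individually reach that level; inactive means mean lysis activity below 80%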
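Test system: log-phase Cryptococcus neoformans yeast cells; Quantity: yeast cell density of 5 × 10^6 cells/mL; Buffer or medium: YPD; Doses: single compound concentration per well; Timing: 4 h at 37 °C static, read 1 h later; Measured by: AK luminescence; Read-out basis: lysis from increased AK signal; Control set: Clomiphene as positive control.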
Statin myotox sup: protects C2C12 myotubes from simvastatin toxicity | ATP luminescence, 48 h; scaled: DMSO 0, geranylgeraniol control 100 | rescue of ATP level, % at 7.49 µM | 330,000 tested, 0.78% active;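 active means mean ATP rescue above about 67%, or every replicate alone reaching that limit, limit read from the data, passing the limit was not always enough; inconclusive means no clear call, values can overlap the other calls; inactive means mean under the limit and some replicate under it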;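 further: myotubes were challenged with 10 µM simvastatin during compound exposure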
LGR2 inh: blocks bursicon-induced cAMP signaling via Drosophila LGR2. AID 720647. HEK293 LGR2, CRE-luciferase, bursicon-stimulated, 4 h. 380,000 tested, 0.35% active. inhibition, % at 9.99 µM;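 active means drop in luminescence signal, shown as inhibition above about 50% in the replicate tests, limit read from the data, passing the limit was not always enough; inconclusive means probably only some replicates passing the limit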;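 further: agonist challenge used bursicon conditioned medium at about half maximal strength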
* marks the source's active call; other numbers are inactive results; ? = inconclusive; · = no result given. A portion of the library. The share of hits here may be higher or lower than overall.

SMILES	S100A4 MyoIIA	ERAP1 inh	SIRT5 inh	PGC1a acetyl inh	XiGFP reactiv	Cneo AK release	Statin myotox sup	LGR2 inh
CCC(=O)N1CCN(c2nc(CC)nc3sc4c(c23)CCCC4)CC1	-2	-4	1	-25	0.0	6	-13	-2
COCCCNC(=O)CCC(=O)NNc1nc2ccccc2c2nc(C)nn12	11	4	2	·	0.1	2	-7	-34
Cc1c(Cl)cccc1Nc1nc(NCCO)c2ccccc2n1	-6	-65	-5	8	0.0	-1	-25	-20
CC(CN1CCOCC1)OC(=O)c1cccs1 (stereo not drawn)	·	·	·	4	·	0	-2	5
Cc1cc(C)c(CN2CCN(Cc3ccc(C)o3)C(CCO)C2)c(-n2cccn2)c1 (stereo not drawn)	1	3	-1	·	0.0	·	·	-11
COc1ccc(S(=O)(=O)Nc2ccc3c(c2)C(=O)N([C@@H](C)CO)C[C@@H](C)[C@H](CN(C)S(=O)(=O)c2ccc(Cl)cc2)OCCCC[C@@H](C)O3)cc1	5	2	16*	-3	0.0	-15	·	14
CN(C)CCCNC(=O)c1cc(C(=O)c2cccc(Cl)c2Cl)c[nH]1	-14	8	-6	2	0.1	0	-9	17
C[C@@H]1CCCCO[C@H](CN(C)Cc2ccccc2)[C@@H](C)CN([C@H](C)CO)C(=O)c2cc(NC(=O)Cc3ccccc3)ccc2O1	-4	4	0	-15	0.0	57	·	-3
CCCNC(=O)NC[C@@H]1[C@H](c2ccc(C3=CCCC3)cc2)[C@H](CO)N1C(C)=O	·	·	·	-9	0.2	1	-4	-20
CN(Cc1ccccc1)N=Nc1nc[nH]c1C(N)=O	-5	3	3	-14	0.0	0	4	1
COC(=O)Cc1c(C)c2ccc(OCC(=O)N3CCCC(C)C3)c(C)c2oc1=O (stereo not drawn)	-3	-2	4	3	0.0	-7	-8	11
Cc1ccccc1-c1cnc(C(O)c2ccc(Cl)cc2)[nH]1 (stereo not drawn)	?	-4	-1	-1	-0.1	0	-8	-3
C#CCNC(=O)c1ccc2sc([C@H]3C[C@H](O)[C@@H](CO)O3)nc2c1	-2	8	-3	6	0.1	1	-2	-2
C[C@@H]1CN([C@@H](C)CO)C(=O)c2cccc(NC(=O)Nc3ccc(F)cc3)c2O[C@@H]1CN(C)Cc1ccc(C(=O)Nc2ccccc2N)cc1	-3	0	-3	-2	-1.3	·	·	-13
Cc1ccc(C(=O)N/N=C\C=C\c2ccc(Br)cc2)cn1	-3	1	-3	3	0.0	·	1	8
CCC(=O)N1CCN(c2ccccc2NC(=S)NC(=O)c2ccco2)CC1	0	0	4	2	-0.1	4	5	4
Cc1noc(C)c1NC(=O)N(C)C[C@H]1OCCCC[C@@H](C)Oc2ccc(NC(=O)c3ccncc3)cc2C(=O)N([C@H](C)CO)C[C@@H]1C	-8	-1	-2	-3	-0.1	-2	-20	-20
Cc1nc(-c2ccc(S(=O)(=O)N3CCCN(CCc4ccccc4)CC3)s2)cs1	-5	·	-2	0	0.2	3	·	5
CNCc1c(C)nn(-c2ccccc2)c1C	-5	-3	-1	3	0.0	·	·	3
CCOC(=O)N/N=C(\C)c1ccc(-n2cnnn2)cc1	-3	-4	-4	15	0.2	-19	0	1
CC(=O)Nc1ccc(C(C#N)=Cc2ccc(N(C)CCC#N)cc2)cc1	6	6	1	·	0.1	0	-28	-66
COC(=O)C1=C(N)Oc2c(oc(CO)cc2=O)C1c1ccccc1F (stereo not drawn)	·	·	·	9	·	-5	5	6
C[C@H](CO)N1C[C@H](C)[C@@H](CN(C)Cc2ccc3c(c2)OCO3)Oc2c(NC(=O)Cc3ccccc3)cccc2C1=O	-1	3	4	11	0.1	1	33	6
CC(c1nnc(SCC(=O)Nc2cccnc2Cl)n1-c1ccccc1)N(C)C (stereo not drawn)	5	-2	-1	·	0.0	·	·	5
O=C(NC1CCCCCCC1)c1cc(COc2ccc3ncccc3c2)on1	-3	2	4	7	0.1	·	·	·
Cc1[nH]n(-c2ccccc2)c(=O)c1N=Nc1ccc(C(=O)O)cc1	8	3	7	25	-0.1	4	12	-11
O=C(NC(=S)NCCN1CCOCC1)c1ccc(Cl)cc1	1	3	0	·	0.2	2	-3	9
Cc1cc(C)c(S(=O)(=O)N2CCC3(CC2)OCCN3S(=O)(=O)c2cccs2)c(C)c1	5	0	-1	·	-0.1	·	-5	2
CC(C)C#Cc1ccc2c(c1)O[C@H](CN(C)C(=O)Cc1ccccn1)[C@H](C)CN([C@@H](C)CO)S2(=O)=O	4	-3	4	0	0.3	3	-46	-9
O=C(NCCN1CCCCCC1)C1CCCN1S(=O)(=O)c1cccc2nsnc12 (stereo not drawn)	-3	0	2	11	-0.2	0	-11	24
CNC[C@@H]1Oc2cc(C#CC3(O)CCCC3)ccc2S(=O)(=O)N([C@H](C)CO)C[C@H]1C	-9	2	-1	-3	0.1	-5	6	-21
Cn1c(C(=O)Nc2ccc3c(c2)OCCO3)cc2c(=O)n(C)c3ccccc3c21	-2	1	·	-3	-0.1	0	-15	2
Cc1ccc(-n2ccc(=O)c(C(=O)Nc3ccc(S(=O)(=O)Nc4onc(C)c4C)cc3)n2)cc1	1	0	10	-1	0.1	-1	-2	16
O=C(COc1ccc(F)cc1Cl)Nc1nc(-c2ccccn2)cs1	1	4	-5	14	0.6	2	3	-17
COc1ccc(S(=O)(=O)Nc2ccc3c(c2)CC(=O)N([C@@H](C)CO)C[C@H](C)[C@@H](CN(C)S(=O)(=O)c2cn(C)cn2)O3)cc1	-9	1	-3	9	0.0	-3	-11	-7
COc1cccc(S(=O)(=O)N[C@@H]2CC[C@@H](CCNC(=O)Nc3cc(F)ccc3F)O[C@@H]2CO)c1	7	0	-2	1	-0.6	-3	-13	14
Cc1noc(C)c1NC(=O)N(C)C[C@@H]1OCCCC[C@H](C)Oc2ccc(NS(=O)(=O)c3ccccc3)cc2C(=O)N([C@H](C)CO)C[C@@H]1C	11	-1	1	0	0.2	3	·	8
COCC#Cc1cnc2c(c1)C(=O)N([C@H](C)CO)C[C@@H](C)[C@@H](CN(C)C)O2	5	3	-5	-7	-0.3	-4	-4	17
CCOC(=O)c1cc2c(c(-c3cccc(-c4cc5ccccc5o4)c3)n1)[C@@H](CCO)N(S(=O)C(C)(C)C)C2 (stereo partly drawn)	-11	0	2	-14	0.0	1	-8	-3
Cc1ccc2[nH]c(=O)c(CN(CCCN(C)C)C(=O)Nc3cccc(Cl)c3)cc2c1	-2	-2	0	-29	·	23	-128	9
CC(C)NC(=O)N1CC2(C1)[C@H](c1ccccc1)[C@H](CO)N2C(=O)c1ccccn1	-5	-2	-2	-2	0.4	·	·	1
CCc1nnc(NC(=O)C2Cc3ccccc3CN2S(=O)(=O)c2c(C)c(C)cc(C)c2C)s1 (stereo not drawn)	-6	-2	1	·	·	2	36	-19
C[C@@H]1CN([C@@H](C)CO)C(=O)c2cc(NC(=O)Nc3cccc4ccccc34)ccc2O[C@@H]1CN(C)Cc1ccncc1	1	0	2	3	0.2	3	-51	15
Cc1cccc(C(=O)OCC(=O)NCc2cccs2)c1	1	2	0	-9	0.0	2	1	·
C/C=C/c1cnc2c(c1)C(=O)N([C@@H](C)CO)C[C@@H](C)[C@@H](CN(C)S(=O)(=O)c1ccccc1)O2	-6	3	2	7	-0.4	-3	-11	16
CCCN1CCC(=O)N([C@H](CSc2ccccc2)c2ccccc2)CC1	0	·	·	-2	0.0	-1	20	-47
COc1ccc(NC(=O)Nc2ccc3c(c2)CC(=O)N([C@@H](C)CO)C[C@@H](C)[C@@H](CN(C)S(=O)(=O)c2c(C)noc2C)O3)cc1	-1	-2	-1	7	0.1	-3	8	-15
Cc1ccc(S(=O)(=O)N(C)C[C@H]2Oc3ccc(NC(=O)C4CCCCC4)cc3CC(=O)N([C@H](C)CO)C[C@@H]2C)cc1	3	-2	10	0	-0.1	12	5	7
Cc1ccccc1OCC(=O)OCC(=O)NC1CCCC(C)C1C (stereo not drawn)	-4	2	·	-4	0.0	1	11	31
CCCOc1ccc(/C=C/C(=O)NC2CCCCC2)cc1OC	12	1	3	4	0.1	-2	-4	·
C[C@H](CO)N1C[C@H](C)[C@H](CN(C)Cc2ccc(-c3ccccc3)cc2)Oc2ccc(NC(=O)C3CCCCC3)cc2C1=O	1	2	-17	-3	-1.1	41	-53	7
CCCCNC(=O)C1(O)c2ccccc2NC(=O)N1c1ccc(Cl)cc1 (stereo not drawn)	3	4	-2	8	0.1	-1	-3	-12
N#CN/C(=N\S(=O)(=O)c1ccccc1)c1ccccc1	13	0	-3	11	0.0	-4	0	8
COc1ccc(NS(=O)(=O)c2cccc3nsnc23)cc1Cl	0	-5	2	5	0.2	1	1	2
CN(NS(C)(=O)=O)c1c(C#N)c(C(F)(F)F)nn1C	-10	1	-1	0	0.1	·	·	-28
Cc1cccc(NC(=O)CCS(=O)(=O)c2ccc(Cl)cc2)c1	-4	1	-2	-3	0.0	2	0	-11
C/C=C/c1ccc(OCC(=O)N(C)CC(=O)Nc2ccc(F)cc2)c(OC)c1	-2	-1	-5	3	0.0	-1	6	5
Cc1cccn2c(=O)c3cc(C(=O)NCCN4CCOCC4)c(=N)n(CCCN4CCOCC4)c3nc12	-7	35*	-14	-13	0.1	4	-2	2
O=c1[nH]c2cc(F)ccc2c2ccc(F)cc12	7	2	-1	·	0.1	·	·	-14
COc1ccc(/C=C/C(=O)OCC(=O)Nc2ccc3[nH]c(=O)[nH]c3c2)cc1OC	-4	-6	-18	·	-0.1	·	·	-25

(list continues)
SMILES	S100A4 MyoIIA	ERAP1 inh	SIRT5 inh	PGC1a acetyl inh	XiGFP reactiv	Cneo AK release	Statin myotox sup	LGR2 inh
C[C@@H]1CN([C@@H](C)CO)C(=O)Cc2cc(NS(=O)(=O)c3ccc(F)cc3)ccc2O[C@H]1CN(C)C(=O)Nc1ccc2c(c1)OCO2	·	·	·	-16	-0.7	·	8	18
COc1ccc(C2CC(=O)Oc3c(C(C)C)ccc(C)c32)cc1 (stereo not drawn)	-13	1	-4	1	0.0	-1	-6	-8
CC1(C(=O)NS(=O)(=O)Cc2cccc(Cl)c2)CCN1C(=O)CCc1cccs1 (stereo not drawn)	0	0	3	5	0.0	-1	-2	1
CCO[C@H]1OC(C(=O)NCc2ccccc2)=C[C@@H](c2ccccc2)[C@@H]1CCCO	-1	0	-2	3	0.0	-1	-4	-14
CO[C@H]1CN(C)C(=O)c2ccc(NC(C)=O)cc2OC[C@H](C)N(Cc2ccccc2F)C[C@@H]1C	8	-1	0	1	-0.2	·	·	5

High-throughput results: PubChem BioAssay, Broad Institute
